Source: PubChem
SRC1 TRFRET art: counter-screen for PPARgamma SRC-1 recruitment agonists: TR-FRET artefact. AID 1051. TR-FRET detection artefact counter-screen, emission ratio; stronger effect = higher value. actives 0.34% (n = 99,000). TR-FRET ratio at 8 µM; in the data active = TR-FRET ratio above about 2300; also: inactives centre near 1800; reference of the scale not given here
SRC3 TRFRET art: TR-FRET artefact, counter-screen to PPARgamma/SRC-3 agonist assay; PPARgamma/SRC-3 format; stronger effect = higher value; TR-FRET ratio at 8 µM; actives 0.39% (n = 99,000); AID 1048; in the data active = TR-FRET ratio above about 2000; also: inactives centre near 1600; reference of the scale not given here
The depositor's hits bear a star. Some of the compounds tested, so the mix of outcomes need not match the whole.

SMILES | SRC1 TRFRET art | SRC3 TRFRET art
Cc1ccc2nc(CSc3nnc(-c4ccncc4)n3C)cc(=O)n2c1 | 1580 | 1581
COc1cc(C(=O)c2ccccc2)c(OC)cc1C(=O)Nc1ccc(O)cc1 | 1675 | 1724
Cn1c(N2CCOCC2)c(/C=N/OC(=O)c2cccnc2Cl)c2ccccc21 | 2127 | 1796
CCn1cc(CNC(=O)c2cccc([N+](=O)[O-])c2)cn1 | 1787 | 1423
CCC(NC(=O)NC1CCCCC1)c1ccccc1 (centres undefined) | 1957 | 1636
O=C(O)c1cc(N2C(=O)C3CCCCC3C2=O)ccc1NCc1cccnc1 (centres undefined) | 1897 | 1356
O=C(CCn1c(=O)oc2ccccc21)NCCCN1CCCC1=O | 1850 | 1582
CCOc1ccc(Cc2noc3c2C(=O)CCC3)cc1OCC | 1862 | 1682
Cc1nc(Cl)c(C(=O)NC(C)(C)C)c(C)c1Cl | 1799 | 1671
CN(C(=S)Nc1ccc(Oc2ccccc2)cc1)C1CCCCC1 | 2217 | 1707
CN(C)CC#CCOC(c1ccccc1)c1ccccc1 | 1857 | 1831
Cc1ccc(SCC(=O)NC2CCS(=O)(=O)C2)cc1 (centres undefined) | 1675 | 1603
O=C(CSc1nc2ccccc2o1)NC1CCCC1 | 1780 | 1354
O=C(NCC1CCCO1)C1CCN(C2CCN(C(=O)C3CCCCC3)CC2)CC1 (centres undefined) | 1511 | 1642
CCN1CCN(C(=O)/C=C/c2ccc3c(c2)OCO3)CC1 | 1666 | 1592
Cc1ccc(C(=O)NNC(=O)CSc2nc(N)cc(N)n2)cc1 | 1510 | 1518
CN(C)CCCN(C(=O)c1ccc(N2C(=O)CCC2=O)cc1)c1nc2c(F)cccc2s1 | 2031 | 1580
CCN1CCCC1CNC(=O)CCc1nnc(CCC2CCCCC2)o1 (centres undefined) | 2061 | 1595
N=c1c2c3c(sc2ncn1Cc1ccco1)CCCCC3 | 1702 | 1474
O=C(Nc1cccc2ncccc12)c1ccc(Br)c([N+](=O)[O-])c1 | 1960 | 1732
Cc1cc(C)c(C)c(C(=O)COC(=O)CNC(=O)CN2C(=O)c3ccccc3C2=O)c1C | 1963 | 1730
CCOC(=O)N1CCN(C(=O)CSc2nnc(Cc3ccccc3)o2)CC1 | 1736 | 1755
COc1ccc(C(=O)NC(=S)Nc2ccc(N3CCCC3)cc2)cc1OC | 1784 | 1666
Cn1c(N)c(S(=O)(=O)c2ccc(Br)cc2)c2nc3ccccc3nc21 | 1610 | 1605
O=C(OCC(=O)N1CCc2ccccc21)c1c2c(nc3ccccc13)CCCCC2 | 1878 | 1436
O=C(c1cccc(Cl)c1)N1CCC(=O)N(C(COCc2cccc(Cl)c2)Cc2ccccc2)CC1 (centres undefined) | 1694 | 1540
O=C(Nc1ccc(S(=O)(=O)NCC2CCCO2)cc1)c1ccccc1 (centres undefined) | 1766 | 1574
CC(=O)N1Cc2cc([N+](=O)[O-])ccc2Oc2ccccc21 | 1753 | 1512
COc1ccc(CC(=O)N(C)C2CCCCC2)cc1S(=O)(=O)N1CCOCC1 | 1680 | 1637
CC(C)(C)NC(=O)c1ccc2c3c(cccc13)CC2 | 1594 | 1522
CCOC(=O)N1CCN(C(=O)CSc2ccc3nnc(-c4ccncc4)n3n2)CC1 | 1893 | 1728
NC(=O)c1cccnc1Nc1cccc([N+](=O)[O-])c1 | 1753 | 1456
CCOC(=O)C1C(c2ccccc2)NC(=S)NC1(C)O (centres undefined) | 1879 | 1693
COc1cc(/C=C2\SC(=S)N(CCC(=O)Nc3ccccc3)C2=O)cc(OC)c1OC | 1741 | 1578
COc1ccccc1C(=O)Nc1ccc(S(=O)(=O)NC2=NCCCCC2)cc1 | 1967 | 1735
CCOC(=O)c1cc2c(=O)n3ccccc3nc2n(CCOC)c1=NC(=O)c1c(-c2c(F)cccc2Cl)noc1C | 1922 | 1674
CCOC(=O)c1c(NC(=O)CN2CCCc3ccccc32)sc(C(C)=O)c1C | 1950 | 1774
CN(C)c1ccc(C(=O)OCC(=O)N2CCOCC2)cc1 | 1824 | 1684
O=C(NCCc1ccccc1)C1c2ccccc2C(=O)N1Cc1cccs1 (centres undefined) | 1859 | 1494
CCOC(=O)C1=C(C)NC(C)=C(C(=O)OCC)C1c1ccc(Br)o1 | 1872 | 1439
CN1CCC(=NNC(=O)c2ccc(N(Cc3ccc(Cl)cc3)S(C)(=O)=O)cc2)CC1 | 2207 | 1541
CCn1c(C)[n+](Cc2ccccc2)c2ccc(Cl)cc21 | 1776 | 1512
CCCCN(C(=O)CC(c1ccccc1)c1ccccc1)c1c(N)n(CCC)c(=O)[nH]c1=O | 1543 | 1560
Cc1ccc(S(=O)(=O)N2CCCC(C(=O)N(Cc3cccs3)C3CC3)C2)cc1 (centres undefined) | 1593 | 1683
c1ccc(Cn2nnnc2C(c2cccs2)N2CCOCC2)cc1 (centres undefined) | 1820 | 1626
C/C(=N\NC(=O)c1nn(C)c(C)c1Br)c1ccc(NC(=O)c2ccccc2F)cc1 | 1751 | 1400
CCN(CC)S(=O)(=O)c1ccc(N2CCOCC2)c(NC(=O)c2ccc(C#N)cc2)c1 | 1704 | 1539
COCCCn1nnnc1SCC(=O)N1c2ccccc2CC1C (centres undefined) | 1891 | 1769
O=C(N/N=C/c1c[nH]c2ccc(Br)cc12)c1ccccn1 | 1684 | 1437
Nc1c(C(=O)Nc2cccc(Cl)c2Cl)sc2nc(-c3cccnc3)ccc12 | 1762 | 1809
O=C(Nc1nc(-c2ccc(F)cc2)cs1)c1ccc(N2C(=O)CCC2=O)cc1 | 1735 | 1514
CCN(CC)S(=O)(=O)c1ccc(C(=O)OCC(=O)Nc2ccc(-c3nc4ccc(C)cc4s3)cc2)cc1 | 2288 | 1648
COc1ccc(NC(=S)NCCCCCC(=O)C[N+](=O)[O-])cc1 | 1607 | 1489
CCOc1ccc(CCNC(=O)Cn2c(-c3nonc3N)nc3ccccc32)cc1OCC | 1621 | 1354
COC(=O)C1C(=O)C=C(N2CCOCC2)CC1(C)C (centres undefined) | 1772 | 1439
COc1ccc(CCn2nnnc2CN2CCN(C(=O)c3ccco3)CC2)cc1OC | 1648 | 1399
CC(C)=NOCc1ccc(-c2cn([C@@H]3COC[C@H]3O)nn2)cc1 | 1816 | 1630
N#CCC(N)=C(C#N)C#N | 2084 | 1798
O=C(COC(=O)c1ccco1)NCc1ccc(Cl)cc1 | 2116 | 1751
Cc1nc(NCC2CCCO2)c2nnn(Cc3ccccc3Cl)c2n1 (centres undefined) | 2068 | 1442
Later entries
SMILES | SRC1 TRFRET art | SRC3 TRFRET art
CCN1/C(=C\C=C(C(C)=O)C(C)=O)Sc2ccccc21 | 2050 | 1346
C/C(=N\n1cnnc1)c1ccc(C#N)cc1 | 1620 | 1476
CC(OC(=O)c1ccco1)C(=O)Nc1ccc(Cl)cn1 (centres undefined) | 2017 | 1534
CC(C)(C)C(=O)NNc1nc(-c2ccccc2)c2cc(Br)ccc2n1 | 1672 | 1430
COc1cc(C(=O)N/N=C/c2ccc(OC(=O)N3CCOCC3)cc2)cc(OC)c1OC | 1716 | 1626
Cn1c(=O)c2c(nc(Br)n2CC(=O)C23CC4CC(CC(C4)C2)C3)n(C)c1=O | 1927 | 1607
CN(C(=O)/C=C/c1cnc2ccccc2c1)C1CCCCC1 | 1624 | 1598
Cc1ccc(C(=O)CC(=O)c2ccc(C(C)(C)C)cc2)cc1 | 1754 | 1538
COc1ccc(-c2c(-c3ccc(OCC(=O)NN)cc3O)n[nH]c2C(F)(F)F)cc1 | 1887 | 1666
COc1cc(CNC2CCCC2)cc(Br)c1OCC(=O)Nc1ccccc1C | 1919 | 1677
Cc1cccc(C(=O)NNC(=O)Nc2ccccc2)c1 | 1781 | 1570
O=C(CSc1cccc[n+]1[O-])c1cc(Cl)ccc1Cl | 1637 | 1686
O=[N+]([O-])c1c(C(Cl)Cl)nn(-c2ccc(Cl)cc2)c1N1CCCCC1 | 1901 | 1529
O=C(Nc1ccc(N2CCCC2)c(Cl)c1)c1cccs1 | 2045 | 1447
Cc1cc(C)c(OCCN(C)C)c(Cl)c1 | 2311 | 1415
O=C(Nc1ccc(Cl)cc1F)c1ccccc1Br | 1729 | 1365
O=C(Cc1noc2ccccc12)NNC(=S)Nc1ccc(Cl)cc1 | 1951 | 1688
O=C(O)c1cccc(Nc2ncnc3sccc23)c1 | 1785 | 1461
CC(C)(C)c1ccc2c(c1)OC(C(=O)N/N=C\c1ccccn1)CO2 (centres undefined) | 1973 | 1838
COc1ccc(CCNC(=O)CN(c2cc([N+](=O)[O-])ccc2OC)S(C)(=O)=O)cc1OC | 1806 | 1334
CCCCC(=O)Nc1ccc(C(=O)NCCc2ccc(S(N)(=O)=O)cc2)cc1 | 1888 | 1702
N#CCCn1[nH]c(-c2ccccc2)cc1=O | 2034 | 1635
CC1CN(c2snnc2C=C2C(=O)OC(C)(C)OC2=O)CC(C)O1 (centres undefined) | 2192 | 1663
COc1ccc(S(=O)(=O)N(C)C)cc1NC(=O)COC(=O)c1nn(C)c(=O)c2ccccc12 | 1942 | 1679
Cc1cccc(NC(=O)CSc2nc(C)c(Cc3ccccc3)c(=O)[nH]2)c1C | 1783 | 1621
O=C(NCc1ccccc1Cl)C(=O)c1c[nH]c2ccccc12 | 1651 | 1464
Cc1ccccc1CC1(CO)CCCN(Cc2nc(-c3cccs3)oc2C)C1 (centres undefined) | 1944 | 1700
Cc1ccc(S(=O)(=O)n2nc(C)c(C#N)c2N)cc1 | 1847 | 1654
O=C(NNc1ccccc1)C(CCO)C(=O)NNc1ccccc1 | 1705 | 1617
Cc1ccc(Nc2c(F)c(F)c(F)c(F)c2C(=O)O)cc1 | 1830 | 1484

One compound at a time, from the list above:
Record of Cc1ccccc1CC1(CO)CCCN(Cc2nc(-c3cccs3)oc2C)C1 (centres undefined) = SRC1 TRFRET art = 1944; SRC3 TRFRET art = 1700
Record of O=C(Nc1ccc(Cl)cc1F)c1ccccc1Br = SRC1 TRFRET art = 1729; SRC3 TRFRET art = 1365
Record of O=C(NCc1ccccc1Cl)C(=O)c1c[nH]c2ccccc12 = SRC1 TRFRET art = 1651; SRC3 TRFRET art = 1464

As a working copy, some entries already given:
SMILES | SRC1 TRFRET art | SRC3 TRFRET art
O=C(Nc1ccc(Cl)cc1F)c1ccccc1Br | 1729 | 1365
O=C(Cc1noc2ccccc12)NNC(=S)Nc1ccc(Cl)cc1 | 1951 | 1688
O=C(O)c1cccc(Nc2ncnc3sccc23)c1 | 1785 | 1461

Additional records.
SMILES | SRC1 TRFRET art | SRC3 TRFRET art
O=C(Nc1cccc([N+](=O)[O-])c1)C1CC(=O)N(C2CCCCC2)C1 (centres undefined) | 1616 | 1659
O=C(O)CCCNC(=O)CCCNC(=O)C(c1ccccc1)c1ccccc1 | 1786 | 1463
O=C(/C=C/c1ccccc1Cl)c1ccccc(=O)c1O | 1584 | 1699
N=C1C(=O)OCC1c1ccccc1NC(=O)c1ccc(F)cc1 (centres undefined) | 1707 | 1745
CC1(C)CC(=O)C(CC(=O)Nc2cc(C(F)(F)F)ccc2Cl)C(=O)C1 | 1928 | 1459
Cc1ccc(/C=C2\SC(=S)N(c3cccnc3)C2=O)cc1 | 1587 | 1495
COc1cc(/C=C/C(=O)O)cc(S(=O)(=O)Nc2ccc3c(c2)OCO3)c1OC | 1674 | 1427
COC(=O)c1ccc(NC(=O)CN(c2ccc3c(c2)OCO3)S(C)(=O)=O)cc1 | 1582 | 1358
Cc1cc(N2CCOCC2)n2nc(-c3cccc(F)c3)cc2n1 | 1733 | 1372
N#CCSc1nnc(-c2sc3ccccc3c2Cl)o1 | 2063 | 1694
Cc1ccccc1CN(C)CC(=O)Nc1ccccc1-c1ccccc1 | 1954 | 1635
COC(=O)c1c(C)[nH]c(C(=O)/C=C/c2cccc(Cl)c2)c1C | 1915 | 1577
CCc1nnc(NC(=O)c2ccc3nc(CC)c(CC)nc3c2)s1 | 1703 | 1558
COc1ccc(-c2nnc(SCC(=O)c3cccs3)n2-c2ccc(Cl)cc2)cc1 | 1914 | 1506
Nc1ccc(S(=O)(=O)NC2=NCCCCC2)cc1N | 2119 | 1609

Fetched one by one from above (2):
SMILES | SRC1 TRFRET art | SRC3 TRFRET art
COc1ccc(-c2nnc(SCC(=O)c3cccs3)n2-c2ccc(Cl)cc2)cc1 | 1914 | 1506
Cc1ccccc1CN(C)CC(=O)Nc1ccccc1-c1ccccc1 | 1954 | 1635

New compounds follow
SMILES | SRC1 TRFRET art | SRC3 TRFRET art
C/C(=N\NC(=S)NCc1ccccc1)c1ccc2c(c1)OCCO2 | 1967 | 1629
COc1ccc(/C=C/c2cc[n+](C(=O)Cc3ccccc3)cc2)cc1 | 1667 | 1512
CNc1nc(Cl)nc(Nc2ccccc2)n1 | 1880 | 1640
N/C(Cc1ccc([N+](=O)[O-])cc1)=N\OC(=O)c1cccc(Br)c1 | 1929 | 1453
O=C(NNC(=O)C1CC=CCC1C(=O)O)c1cccs1 (centres undefined) | 1692 | 1530
CCOC(=O)C(NC(C)=O)(Nc1ccc(S(=O)(=O)Nc2ncccn2)cc1)C(F)(F)F (centres undefined) | 1633 | 1386
CCOC(=O)C1(CCOC)CCN(Cc2ccc(C(=O)OC)cc2)CC1 | 1736 | 1582
Cc1c(Cl)cccc1NC(=S)NC1CC1 | 1718 | 1461
CCc1ccc2nc(N)sc2c1 | 1609 | 1590
O=C(c1cccc([N+](=O)[O-])c1)c1cc2ccccc2o1 | 1673 | 1580
Cc1ccc(C(=O)O)cc1NC(=S)NC(=O)c1ccc([N+](=O)[O-])cc1Cl | 1792 | 1540
Cc1ccc(C2CC(c3ccccc3C)n3nc(N)nc3N2)cc1 (centres undefined) | 1715 | 1380
